FLuc counter: qHTS profiling assay for firefly luciferase inhibitor/activator using purifed enzyme and Km concentrations of substrates (counterscreen for miR-21 project); Luciferin 4-monooxygenase (Photinus pyralis), P08659; purified FLuc, Km substrates, luminescence inhibition; Potency, µM (titrated, usually from 57.5 µM), inactives show at the highest dose activity change, negative = inhibition, most hits filed as inhibitors; hit rate 6.9% among 360,000; AID 588342, 2011; active = well fitted inhibition curve with a large enough effect; inconclusive = small, poorly fitted or top-dose-only effect;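 also: plate controls were vehicle for no effect and reference inhibitor for full effect; nearly all actives have a fitted effect of over 55% in size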
Target sequence (P08659 whole entry, looked up): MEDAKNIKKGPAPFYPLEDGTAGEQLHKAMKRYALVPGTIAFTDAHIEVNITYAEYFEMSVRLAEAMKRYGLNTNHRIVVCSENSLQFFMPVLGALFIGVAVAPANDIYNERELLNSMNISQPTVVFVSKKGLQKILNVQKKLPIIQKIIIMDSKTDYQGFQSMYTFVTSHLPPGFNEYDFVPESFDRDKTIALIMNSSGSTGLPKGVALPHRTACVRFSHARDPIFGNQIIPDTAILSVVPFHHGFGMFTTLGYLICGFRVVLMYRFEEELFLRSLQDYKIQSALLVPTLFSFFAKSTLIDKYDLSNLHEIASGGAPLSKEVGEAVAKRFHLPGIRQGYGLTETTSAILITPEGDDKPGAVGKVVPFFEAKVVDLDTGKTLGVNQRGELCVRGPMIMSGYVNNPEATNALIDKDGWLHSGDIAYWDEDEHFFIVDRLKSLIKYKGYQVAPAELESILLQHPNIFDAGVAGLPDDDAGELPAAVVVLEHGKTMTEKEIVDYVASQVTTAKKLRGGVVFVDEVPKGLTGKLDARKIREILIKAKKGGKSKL
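Purified P. pyralis luciferase, 10 nM final, with Km-level 10 uM D-luciferin and 10 uM ATP in 50 mM Tris acetate pH 7.5, 10 mM Mg acetate, 0.01% Tween-20, 0.05% BSA; 6-point qHTS titration about 60 µM downward; luminescence read.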
The depositor's hits bear a star; ? = inconclusive. Potency is read from the fitted curve at half-maximal effect. An excerpt, so the mix of outcomes need not match the whole.

cpd	molecule	FLuc counter
1	COc1ccc(CCNC(=O)CCn2c(=O)c3ccccc3n(CC(=O)Nc3cc(Cl)ccc3C)c2=O)cc1OC	-1%
2	Cc1ccc(CN2CCc3nc(N4CCN(c5ccccc5F)CC4)ncc3C2)s1	-6%
3	CCC1Oc2ccccc2N(CC(=O)NCc2ccccc2)C1=O (centres undefined)	-4%
4	Cc1ccc(NC(=O)C2CCCN(S(=O)(=O)c3cccc4nsnc34)C2)cc1C (centres undefined)	-4%
5	COc1ccc(CCNC(=O)c2ccc3c(c2)CCN3S(=O)(=O)c2ccccc2)cc1	5%
6	COc1ccc(CNC(=O)Cn2c(=O)cc(C)c3c(C)nn(-c4cccc(Cl)c4C)c32)cc1	-2%
7	COc1ccc(NC(=O)CSC2=Nc3ccccc3N=C(c3ccc(F)cc3)C2)cc1OC	-2%
8	CCc1ccccc1Nc1cc(C(=O)NCCc2ccccc2)c2ccccc2n1	0%
9	CCOC(=O)COc1ccc(C2C(C(=O)OC)=C(C)NC3=C2C(=O)c2ccccc23)cc1Cl (centres undefined)	-3%
10	O=C(Cn1c(=O)n(Cc2ccco2)c(=O)c2ccccc21)Nc1cccc(F)c1	2%
11	CC1=C(c2ccc(C(C)C)cc2)S(=O)(=O)N=C1N1CCN(c2ccccc2F)CC1	-2%
12	CC1=C(C(=O)Nc2ccc(C)cc2Cl)C2(CCCCCC2)OC1=O	3%
13	CCc1ccc(OCC(=O)Nc2ccc(-c3nc4ncccc4o3)cc2)cc1	-2%
14	COc1ccc2c(c1)cc1c(=O)n(CC(=O)NCCc3ccccc3)nc(C)n12	0%
15	COc1ccc(Nc2ncc(C(=O)N3CCN(c4ccc(OC)cc4)CC3)c3ccccc23)cc1	3%
16	O=C(COc1ccccc1)Nc1ccccc1OCc1cc(=O)n2ccccc2n1	-5%
17	CCn1c(=O)cc(OCC(=O)NCc2ccccc2Cl)c2ccccc21	-13%
18	CC(=O)N1CCc2cc(Br)cc(S(=O)(=O)N3CCC(C(=O)N(C)c4cc(C)ccc4C)CC3)c21	3%
19	CCOC(=O)c1cc(CC)sc1NC(=O)COc1ccccc1C	-2%
20	Cc1nn2c(=O)cc(COc3ccc(/C=C(\C#N)C(=O)Nc4ccccc4C)cc3)nc2s1	6%
21	CCn1c(=O)c2cc(C(=O)N(CCCOC(C)C)Cc3ccco3)sc2c2ccccc21	-13%
22	C=C1C=C(C(F)F)n2ncc(C(=O)Nc3ccc(C(C)CC)cc3)c2N1 (centres undefined)	0%
23	COc1ccc(/C=C/c2nc(C#N)c(NCCc3ccc(OC)c(OC)c3)o2)cc1OC	?
24	COc1ccccc1CNC(=O)Cc1c(C)c2c(cc(C)c3c(C)c(C)oc32)oc1=O	3%
25	CCOc1ccc2ncc3c(-c4ccccc4)nn(CC(=O)Nc4cccc(F)c4)c3c2c1	-1%
26	COc1ccc(CNC(=O)c2ccc3c(c2)CCN3S(=O)(=O)c2ccc(C)cc2)cc1	-2%
27	CC(C)CC(=O)n1nc(-c2cccnc2)nc1NCc1ccc(F)cc1	-7%
28	CC(C)CC(=O)Nc1ccc2nc(SCC(=O)N3CCc4ccccc43)sc2c1	?
29	Nc1c(C(=O)NCCc2ccccc2)nnn1CC(=O)Nc1ccc(Cl)cc1	0%
30	Cc1cccn2c(=O)cc(COc3cccc(NC(=O)c4cccc(Cl)c4)c3)nc12	-13%
31	CC(C)OCCCNC(=O)CCCn1c(SCC(=O)c2ccc(Br)cc2)nc2c(sc3ccccc32)c1=O	-3%
32	COc1ccc(S(=O)(=O)NCc2nc(-c3ccccc3)no2)cc1	-9%
33	CSc1ccc(CNC(=O)Cn2nc(N3CCN(c4ccccc4)CC3)ccc2=O)cc1	?
34	Cc1ccc(N2CCN(c3nc4ccccc4n4nnnc34)CC2)c(C)c1	-7%
35	COc1ccccc1N1CCN(C(=O)c2cc3c(=O)n(Cc4ccco4)ccc3nc2C)CC1	5%
36	Cc1ccc(CNC(=O)CSc2ncc(S(=O)(=O)c3ccc(C)c(Cl)c3)c(=O)[nH]2)cc1	?
37	Cc1cccc(N2C(=O)C(CC(=O)Nc3ccccc3)N(C3CCCCC3)C2=O)c1 (centres undefined)	-1%
38	CC(C)(C)c1ccc(S(=O)(=O)N2CCN(C(=O)c3cc(-c4ccc(Br)cc4)n[nH]3)CC2)cc1	0%
39	Cc1nc(C)c(CCNS(=O)(=O)c2ccc(C)c(C)c2)s1	-3%
40	CCOc1ccccc1NC(=O)Cn1c(=O)n(Cc2ccco2)c(=O)c2cccnc21	-11%

Some of the entries so far, field by field.
25) CCOc1ccc2ncc3c(-c4ccccc4)nn(CC(=O)Nc4cccc(F)c4)c3c2c1
  FLuc counter: -1%

31) CC(C)OCCCNC(=O)CCCn1c(SCC(=O)c2ccc(Br)cc2)nc2c(sc3ccccc32)c1=O
  FLuc counter: -3%

40) CCOc1ccccc1NC(=O)Cn1c(=O)n(Cc2ccco2)c(=O)c2cccnc21
  FLuc counter: -11%

23) COc1ccc(/C=C/c2nc(C#N)c(NCCc3ccc(OC)c(OC)c3)o2)cc1OC
  FLuc counter: ?

Going on with the list:
cpd	molecule	FLuc counter
41	COc1ccc(S(=O)(=O)NC(C)(C)CO)cc1-c1nnc2c3ccccc3c(C)nn12	2%
42	COc1cccc(Cn2cc(S(=O)(=O)c3ccc(C)cc3)c(=O)c3cc4c(cc32)OCO4)c1	-13%
43	Cc1ccc(-n2ncc(C(=O)NCCN3CCCC3)c2C2CCN(C(=O)OC(C)(C)C)CC2)cc1	0%
44	O=S(=O)(c1ccccc1)c1nnn2c1nc(NCc1ccc(Cl)cc1)c1sccc12	1%
45	Cc1ccc(C)c(OCCn2cc(C(=O)c3ccco3)c3ccccc32)c1	-2%
46	Cc1cc(C)cc(NC(=O)c2sc3nc(-c4cc5ccccc5oc4=O)[nH]c(=O)c3c2C)c1	-6%
47	CCOC(=O)c1ccccc1NC(=O)N1CCOc2ccc(Cl)cc21	-9%
48	CCCCN(CC)CCCNC(=O)Cn1nc(CC)n2c(cc3sccc32)c1=O	6%
49	CCn1c(=O)c(C(=O)Nc2ccc(C(C)=O)cc2)nc2ccccc21	15µM*
50	COc1ccc(C(=O)Nc2ccc3c(c2)CCCN3S(=O)(=O)c2ccc(C)cc2)cc1	-5%
51	COC(=O)c1ccc(NC(=O)CC2C(=O)N(c3ccc(Cl)cc3)C(=O)N2Cc2cccs2)cc1 (centres undefined)	?
52	CCc1ccc(Cn2nnc(C(=O)Nc3ccc(C)cc3)c2N)cc1	-1%
53	Nc1ncc(S(=O)(=O)NCc2ccccc2F)cn1	-1%
54	COc1cc(-c2nc(-c3cccc(Cl)c3)c(-c3ccccc3)[nH]2)cc(OC)c1OC	6%
55	Cc1cc(C)c2nc(NC(=O)c3ccc(S(=O)(=O)N4CCCC4)cc3)sc2c1	-6%
56	COc1ccc(N(Cc2cccs2)C(=O)c2ccc(Br)o2)cc1	?
57	COc1ccc(N2CCN(c3ncnc4c3nnn4C)CC2)cc1	-3%
58	CCC1CCCCN1CC(=O)Nc1cc(C)c2c(=O)oc3ccccc3c2n1 (centres undefined)	6%
59	O=C(CCn1c(=O)c2sccc2n(Cc2ccc(F)cc2)c1=O)NCc1ccc2c(c1)OCO2	-1%
60	COc1ccc(CNC(=O)Cc2c(C)c3ccc(O)cc3oc2=O)cc1	7.6µM*
61	Cc1ccc(-c2ccc(=O)n(CC(=O)NCCc3ccc(Cl)cc3)n2)cc1	-12%
62	CCOc1cccc(C(=O)N2CCC(c3nc4ccccc4s3)CC2)c1	-1%
63	Cc1cccc(C)c1NC(=O)Cn1c(=O)n(Cc2ccccc2Cl)c(=O)c2cccnc21	0%
64	CCCOc1ccc(N2CC(C(=O)Nc3cccc(Cl)c3Cl)CC2=O)cc1 (centres undefined)	-1%
65	CCCc1cc(=O)n2c(C(=O)Nc3ccc(OCC)cc3)c(C(=O)Nc3ccc(C)cc3)sc2n1	5%
66	O=C(Cn1ncc2c3ccccc3n(Cc3ccc(F)cc3)c2c1=O)NCCCN1CCCCC1	-4%
67	CCOC(=O)N1CCN(C(=O)c2cnn(-c3cccc(C)c3)c2-n2cccc2)CC1	4%
68	COc1ccccc1-c1cc(C(F)(F)F)nc(S(=O)(=O)CCCC(=O)Nc2ccc(F)c(Cl)c2)n1	-2%
69	COc1ccc(C2=C(N3CCN(c4cccc(C)c4C)CC3)c3ccccc3C2=O)cc1	-1%
70	CCc1ccc(N=C2NC(=O)CC(C(=O)Nc3ccc(OC)cc3)S2)cc1 (centres undefined)	-2%
71	Cc1cc(C)c2c(CC(=O)Nc3c(C(=O)Nc4ccc(Cl)cc4)oc4ccccc34)coc2c1	-10%
72	COc1ccc(CNC(=O)c2cc(-c3ccc(C)c(C)c3)n[nH]2)cc1	11µM*
73	Clc1ccc2nc(-c3ccc(N4CCOCC4)cc3)c(Nc3ccccc3)n2c1	?
74	CCc1ccc(NC(=O)CSc2nc(-c3ccccc3)no2)cc1	?
75	COc1ccccc1CN(Cc1ccco1)c1cnc(S(C)(=O)=O)nc1C(=O)Nc1ccccc1Cl	-7%
76	CCc1ccc(C(=O)N2CCC(c3nc(-c4ccc(S(=O)(=O)N5CCCC5)cc4)no3)CC2)cc1	-3%
77	CC(=O)c1ccc(N2CCN(S(=O)(=O)c3ccc4c(c3)C(C)(C)C(=O)N4)CC2)cc1	-9%
78	Cc1sc(-c2cc3ccccc3oc2=O)nc1-c1ccc(Cl)c(Cl)c1	-3%
79	CCN(CC)c1cc(C)nc2nc(-c3ccc(C)cc3)nn12	?
80	O=C(NCC(c1cccnc1)N1CCN(c2ccccc2F)CC1)C(=O)Nc1ccc(F)cc1F (centres undefined)	-7%

Reprinted at random: 2 entries already listed.
cpd	molecule	FLuc counter
48	CCCCN(CC)CCCNC(=O)Cn1nc(CC)n2c(cc3sccc32)c1=O	6%
40	CCOc1ccccc1NC(=O)Cn1c(=O)n(Cc2ccco2)c(=O)c2cccnc21	-11%

Next structures
cpd	molecule	FLuc counter
81	Cc1ccc(CCNC(=O)CSCc2nc(-c3ccc(C)cc3)oc2C)cc1	?
82	COc1ccccc1N1CCN(S(=O)(=O)c2c(C)sc3ncn(CC(=O)Nc4cccc(Cl)c4)c(=O)c23)CC1	2%
83	COc1cc(OC)c(NC(=O)c2cc(S(=O)(=O)N3CCCC3)cn2C)cc1Cl	-7%
84	Cc1ccc(-c2cn3c(n2)sc2cc(C(=O)NCc4cccs4)ccc23)c(C)c1	0%
85	CCN1c2ccccc2-c2nc(SCC(=O)Nc3c(C)cc(C)cc3C)ncc2S1(=O)=O	3%
86	CCOc1ccc(C(=O)c2cn(CC(=O)Nc3cc(OC)cc(OC)c3)c3ccc(F)cc3c2=O)cc1	-5%
87	COc1ccc(OCCn2nnc3sc4c(c3c2=O)CCC(C(C)(C)C)C4)cc1 (centres undefined)	5%
88	Cc1cc(C)n2nc(CNC(=O)c3cccc(N(C)C)c3)nc2n1	?
89	CCc1ccc(NC(=O)c2cc(CN3CCOCC3)on2)cc1	-5%
90	Cc1ccc(CCNC(=O)CN2N=C(c3ccc(C)cc3)CCC2=O)cc1	-11%
91	CCc1nn2c(=O)cc(COC(=O)c3ccco3)nc2s1	-10%
92	Cc1ccccc1CN1C(=O)c2ccccc2S(=O)c2ccc(C(=O)NCc3ccccc3)cc21 (centres undefined)	5%
93	O=C(Nc1ccc(S(=O)(=O)N(Cc2ccccc2)c2ccccc2)cc1)c1ccc([N+](=O)[O-])cc1	-1%
94	CCOc1ccc(NC(=O)Cc2c[nH]c3ccccc23)cc1	?
95	O=C(NCc1ccccc1F)C1CCCN(C(=O)N2CCOc3ccccc32)C1 (centres undefined)	-1%
96	CCOc1ccccc1CNC(=O)c1sc2ncccc2c1-n1cccc1	-19%
97	Nc1nn(-c2ccccc2)nc1C(=O)OCc1ccccc1Br	?
98	CCc1ccc(NC(=O)C(Cc2ccccc2)NS(=O)(=O)c2ccc3c(c2)CCN3C(C)=O)cc1 (centres undefined)	0%
99	CCn1c(=O)cc(OCC(=O)Nc2cc(Cl)c(OC)cc2OC)c2ccccc21	0%
100	CCn1cc(C(=O)NCc2ccccc2Cl)c(=O)c2cc(S(=O)(=O)N3CCOCC3)ccc21	?
101	O=C(NCc1cccc(Br)c1)c1ccc(-n2cnc3cccnc32)cc1	-5%
102	COC(=O)c1ccc(OC)c(Cn2c(=O)n(-c3ccc(C)cc3)c(=O)c3c2cnn3C)c1	-3%
103	CCCCOc1ccc(S(=O)(=O)Nc2ccc(-c3ccc(N4CCCCCC4)nn3)cc2)cc1	-4%
104	CCCCn1c(SCC(=O)Nc2ccc(F)cc2)nc2c(sc3ccccc32)c1=O	-1%
105	Cc1ccc(NC(=O)Cn2c(=O)n(Cc3ccccc3)c(=O)c3c(C)c(C(=O)N(C)C)sc32)c(C)c1	-1%
106	COc1ccc(-c2noc(-c3ccc(NCC4CCCO4)c([N+](=O)[O-])c3)n2)cc1OC (centres undefined)	0%
107	Cc1nn2c(=O)cc(COC(=O)c3ccc(NC(=O)c4cccs4)cc3)nc2s1	-3%
108	CCCN(CCC)C(=O)C1CCCN(S(=O)(=O)c2cc(Br)cc3c2N(C(=O)CC)CC3)C1 (centres undefined)	-12%
109	COc1ccccc1N1CCN(c2ccc(-c3nc(-c4ccccc4C)no3)cc2[N+](=O)[O-])CC1	?
110	CC1CCc2nc(NC(=O)Cc3ccc(Cl)cc3)sc2C1 (centres undefined)	?
111	Cc1ccc(C(=O)c2c(N)c(C(=O)Nc3cccc(C(F)(F)F)c3)c3ccccn23)cc1	0%
112	Cc1ccc(C)c(NC(=O)Cn2c(=O)n(CCC(C)C)c(=O)c3cccnc32)c1	0%
